# HTR5A inv ctr: HTR5A inverse agonism, opioid heterodimer counter-screen; inhibition, % at 9.3 µM; HTR5A cell line, luminescence; hit rate 0.083% among 340,000; P47898; in the data active = inhibition mostly above about 23%, no sharp cut-off; inactive = mostly below about 18%;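 also: 0% = cells with DMSO and 100% = no-cell wells with DMSO; some compounds called inactive have numbers as strong as hits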
# Target sequence (P47898 whole entry, looked up): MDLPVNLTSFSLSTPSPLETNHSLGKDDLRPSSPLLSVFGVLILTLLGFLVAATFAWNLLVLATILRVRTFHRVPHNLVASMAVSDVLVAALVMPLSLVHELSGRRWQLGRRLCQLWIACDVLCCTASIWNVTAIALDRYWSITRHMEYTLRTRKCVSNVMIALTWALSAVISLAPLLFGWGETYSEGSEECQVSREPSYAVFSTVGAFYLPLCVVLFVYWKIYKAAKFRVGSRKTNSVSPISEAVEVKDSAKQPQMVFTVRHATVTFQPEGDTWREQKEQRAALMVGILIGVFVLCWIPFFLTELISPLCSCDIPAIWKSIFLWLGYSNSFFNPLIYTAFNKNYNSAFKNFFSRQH
# Wnt bcat act: activators of Wnt/beta-catenin signaling; Wnt/beta-catenin reporter cell assay, activator, plate reader; activation, % at 9.35 µM; hit rate 1.2% among 300,000; in the data active = activation above about 30%, passing the limit was not always enough; inconclusive = no clear call, values can overlap the other calls;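 also: 0% = neutral control wells and 100% = positive control wells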
# PvdQ acylase: P. aeruginosa PvdQ acylase inhibition; hit rate 0.063% among 340,000; purified PvdQ acylase, fluorescence plate reader; inhibition, % at 10 µM; in the data active = inhibition above about 30%, passing the limit was not always enough; inconclusive = no clear call, values can overlap the other calls;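 also: 0% = vehicle neutral wells and 100% = reference inhibitor wells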
# MITF act: MITF TRPM1 promoter activation in melanoma cells | hit rate 0.75% among 300,000 | AID 588334 | activation, % at 12.5 µM | SK-MEL-5 TRPM1-promoter luciferase, 24 h; % of positive control, neutral wells = 0;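 active = mean activation of at least 80% with every replicate also reaching 80%; inconclusive = mean reaches 80% but some replicate falls short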;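 also: 0% = neutral control wells and 100% = parthenolide positive control wells; values of inactives mirror those of a sister screen read the other way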
# NSD2 inh: NSD2 (human) methyltransferase inhibition. O96028. NSD2 peptide methylation, AlphaScreen, 120 min. inhibition, % at 12.5 µM. hit rate 0.54% among 310,000. AID 743445; in the data active = inhibition above about 50%
# SR-BI DiI inh: blocks mouse SR-BI lipid uptake from DiI-HDL; ldlA[mSR-BI] CHO cells, DiI-HDL uptake fluorescence, 3 h; inhibition, % at 12.5 µM; hit rate 0.96% among 320,000; AID 488896;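 active = mean replicate inhibition of at least 70% and a set share of replicates each scoring 70 or more; inconclusive = meets just one of the two criteria; inactive = fails both criteria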;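 also: 0% = median of neutral control wells and 100% = median of positive control wells; values of inactives mirror those of a sister screen read the other way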
# V-ATPase pHluor: regulators of yeast V-ATPase proton transport; hit rate 0.37% among 350,000; AID 504577; response, % at 10 µM; S. cerevisiae, pHLuorin cytosolic pH fluorescence; in the data active = response mostly above about 7.3%, no sharp cut-off; inactive = mostly below about 5.4%; also: actives read high; inactives centre near 0; some compounds called inactive have numbers as strong as hits; reference of the scale not given here
# dFosB activator: mouse delta FosB homodimer activation; activation, % at 25 µM; hit rate 0.99% among 340,000; P13346; AID 493131; purified delta FosB, TAMRA-CDK5 oligo fluorescence polarization; percent of positive-control signal above neutral wells;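 active = mean activation above about 17%, with every replicate also reaching it, limit read from the data, passing the limit was not always enough; inconclusive = only one of the two conditions met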;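 also: fluorescence polarization rise as delta FosB binds a TAMRA Cdk5 AP-1 oligo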
# Target sequence (P13346 whole entry, looked up): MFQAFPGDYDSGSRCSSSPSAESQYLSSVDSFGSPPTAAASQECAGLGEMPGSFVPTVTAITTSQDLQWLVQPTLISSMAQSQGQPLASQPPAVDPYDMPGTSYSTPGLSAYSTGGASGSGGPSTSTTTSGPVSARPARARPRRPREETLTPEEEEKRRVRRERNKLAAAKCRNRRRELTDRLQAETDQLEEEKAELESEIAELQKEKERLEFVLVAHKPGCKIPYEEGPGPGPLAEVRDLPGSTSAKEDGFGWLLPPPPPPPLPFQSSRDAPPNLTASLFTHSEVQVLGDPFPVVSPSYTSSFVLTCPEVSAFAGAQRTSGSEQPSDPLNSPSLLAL
# HTR5A ag: counter-screen for OPRM1-OPRD1 agonists: human HTR5A agonism; HTR5A agonist assay, luminescence, cell-based; P47898; hit rate 0.61% among 340,000; AID 504692; activation, % at 9.3 µM; in the data active = activation mostly above about 9.5%, no sharp cut-off; inactive = mostly below about 7.6%;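 also: 0% = cells with vehicle only and 100% = reference agonist; strong numbers were not always called active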
# CDK5 p35 inh: blocks human CDK5/p35 kinase activity | Recombinant CDK5/p35, ADP-Glo luminescence, 60 min | inhibition, % at 10 µM | hit rate 0.01% among 330,000 | AID 488839;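 active = highest replicate inhibition of at least 50% and at least 75% of replicates reaching 50%; inconclusive = only one of the two criteria met; inactive = both criteria failed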;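 also: plate controls were DMSO neutral control for no effect and GW8510 at 10 µM for full effect; many of its hits are not listed in these tables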
# Starred values were filed as active, the others as inactive; ? = inconclusive; / = no result given; & = joins results of further samples.
(1) CCCn1ncc(CN2CCC(n3nccc3NC(=O)CCc3ccccc3)CC2)c1C
(2) O=C(O)c1ccc(-n2c(-c3cc(C4CC4)[nH]n3)n[nH]c2=S)cc1
(3) C=CCC[C@@H](Cc1ccc(F)cc1)C(=O)OC[C@@H]1CCCN1C(=O)[C@H](CC=C)CC(=O)N[C@H](CO)Cc1ccccc1
(4) CS(=O)(=O)c1ncc(Cl)c(C(=O)Nc2ccc(OC(F)F)cc2)n1
(5) O=C(CCc1ccccc1)NNc1ccc(F)cc1
(6) C[C@H](CO)N1C[C@H](C)[C@@H](CN(C)C(=O)Nc2ccc(C(F)(F)F)cc2)Oc2ccc(NC(=O)CCC(F)(F)F)cc2C1=O
(7) CN(C1CCS(=O)(=O)C1)S(=O)(=O)c1cccs1 (centres undefined)
(8) CCN(CC)C(=O)Oc1cc(=O)n2c3c(cccc13)CCC2
Screen / compound no.,1,2,3,4,5,6,7,8
HTR5A inv ctr,4,13,14,10,-38,9,5,14
Wnt bcat act,-3,2,-3,/,-10,-7,-4,1
PvdQ acylase,-13,9,-17,-20,-17,10,-17,-11
MITF act,4,-6,4,/,/,-14,2,0
NSD2 inh,2,-2,/,14,0,/,-2,1
SR-BI DiI inh,5,/,-2,-3,0,22,-21,-13
V-ATPase pHluor,0,2,2,-2,-5,3,-1,1
dFosB activator,9,5,-2,-5,-1,0,2,3
HTR5A ag,-1,2,2,-3,4,3,-2,-6
CDK5 p35 inh,-2.3,-0.1,-1.0,2.2,0.3,-1.7,1.9,0.3

(9) CCOC(=O)Nc1ccc2c(c1)OCO2
(10) CN/C(=C/[N+](=O)[O-])NCCSCc1csc(CN(C)C)n1
(11) COC(=O)C1=C(C)OC(N)=C(C#N)C1c1ccccc1F (centres undefined)
(12) Cc1ccc(S(=O)(=O)N2CCN(C(=O)CC(C)n3nc(C)c(Cl)c3C)CC2)cc1C (centres undefined)
(13) CC(NC(=O)c1cccc(S(=O)(=O)N2CCCCCC2)c1)c1ccccc1 (centres undefined)
(14) Cc1cc(NC(=O)c2ccccc2)nc2c1c(=O)oc1ccccc12
(15) Cc1ccc(NC(=O)CN2CCN(c3ccccn3)CC2)c(Cl)c1
(16) COCCNC(=O)c1ccccc1NC(=O)COc1ccccc1
Screen / compound no.,9,10,11,12,13,14,15,16
HTR5A inv ctr,13,-19,7,-26,19,6,-3,2
Wnt bcat act,?,7,/,-3,-2,-2,/,-6
PvdQ acylase,8,-7,-3,-5,-17,4,-10,-8
MITF act,32,11,/,-9,-8,-3,12,1
NSD2 inh,-1,/,2,-1,0,1,-4,3
SR-BI DiI inh,-10,-5,-5,-2,32,-6,-15,10
V-ATPase pHluor,4,-1,3,2,1,-1,5,1
dFosB activator,2,0,2,-11,-3,-26,-1,-3
HTR5A ag,0,-1,0,2,-3,3,-4,7
CDK5 p35 inh,1.0,-3.4,-1.8,-4.9,-0.5,-1.0,-0.9,-0.2

(17) CCOC(=O)C(=O)Nc1cccc(C(=O)OCC)c1
(18) Cc1ccc(C2OC(=O)c3ccccc32)cc1 (centres undefined)
(19) CCOC(=O)CSc1nnc(-c2ccco2)n1C
(20) Cc1ccc(NC(=O)Cn2nc(C(=O)Nc3ccc(C)cc3)ccc2=O)cc1
(21) CCOc1ccccc1NC(=O)c1cc(CC(C)C)oc1C
(22) COc1ccc(NC(=S)NNC(=O)c2nnn(-c3ccccc3)c2C)cc1
(23) O=C(OCc1ccccc1)c1ccc2c(c1)-c1ccccc1C2=O
(24) Cc1ccc2c(c1)N(C(=O)CCC(=O)N1CCN(c3cccc(C)c3C)CC1)CCO2
Screen / compound no.,17,18,19,20,21,22,23,24
HTR5A inv ctr,20,22,20,-6,-15,3,6,-10
Wnt bcat act,-2,-4,-2,-2,0,3,41*,-21
PvdQ acylase,-19,3,-13,-7,-4,-18,9,-5
MITF act,5,-3,10,-11,7,2,113*,/
NSD2 inh,0,-1,-1,4,-2,0,2,/
SR-BI DiI inh,-7,-12,-13,6,40,18,43,64
V-ATPase pHluor,0,1,3,-1,0,3,11,2
dFosB activator,-4,0,-7,?,0,-8,-3,-9
HTR5A ag,-6,1,-4,3,2,-1,0,10
CDK5 p35 inh,2.2,-0.5,-0.4,-1.2,-1.6,1.8,-1.3,-0.1

(25) CCCC(c1nnnn1Cc1ccco1)N1CCC(C(N)=O)CC1 (centres undefined)
(26) CC(C)N(Cc1ccccc1)C(=S)NCc1ccccc1
(27) O=C1CC(NS(=O)(=O)c2ccc([N+](=O)[O-])cc2)CN1c1cccc(F)c1 (centres undefined)
(28) COc1ccccc1CNC(=O)C(NS(=O)(=O)c1ccc2c(c1)OCCO2)C(C)C (centres undefined)
(29) COc1cc(/C=C(\C#N)C(=O)Nc2cccc(C(=O)O)c2)ccc1OCc1ccc(F)cc1
(30) O=C(c1cc(Br)c(Br)s1)N1CCOCC1
(31) CC(OC(=O)C1CCN(S(=O)(=O)c2ccccc2)CC1)C(=O)Nc1ncc(Cl)cc1Cl (centres undefined)
(32) CCOC(=O)C1CCN(C(=O)c2sc3ncnc(N4CCC(C)CC4)c3c2C)CC1
Screen / compound no.,25,26,27,28,29,30,31,32
HTR5A inv ctr,3,-13,5,0,-14,11,-7,8
Wnt bcat act,/,-2,-5,/,26,2,-2,/
PvdQ acylase,3,-15,-7,-8,-13,-2,-18,14
MITF act,1,1,-4,14,52,0,/,-7
NSD2 inh,-1,-4,3,0,3,-1,-1,0
SR-BI DiI inh,-17,2,18,-7,11,-21,16,11
V-ATPase pHluor,6,-6,0,-1,3,-7,5,3
dFosB activator,-5,-2,1,28*,-20,11,-3,-11
HTR5A ag,-3,4,5,-2,5,-4,-3,0
CDK5 p35 inh,-0.9,1.2,-0.3,-1.6,-1.4,1.7,0.0,-1.5

(33) Oc1ccc(/C=N/Nc2cccc3cccnc23)c(O)c1
(34) CC(=O)Nc1ccc(S(=O)(=O)C(C#N)c2nc3ccccc3nc2NCCCO)cc1 (centres undefined)
(35) COc1cc(-c2nnc(SCC#CCO)o2)cc(OC)c1OC
(36) O=C(Nc1ccc2nsnc2c1)C1CC1
(37) CCC(C)NC(=O)c1nn(C)c(=O)c2ccccc12 (centres undefined)
(38) NNC(=O)c1ccncc1
(39) NC(=O)CSc1nnc(-c2ccc(S(=O)(=O)N3CCOCC3)cc2)n1CC1CCCO1 (centres undefined)
(40) Oc1[nH]c2ccccc2c1N=Nc1cccc(Cl)c1
Screen / compound no.,33,34,35,36,37,38,39,40
HTR5A inv ctr,5,-14,2,-4,-8,-6,2,5
Wnt bcat act,/,2,-1,/,-2,0,0,17
PvdQ acylase,-3,2,8,16,15,-4&-10,8,8
MITF act,44,-3,3,4,-1,2,2,35
NSD2 inh,/,2,-2,-2,0,/,1,-3
SR-BI DiI inh,30,-6,-10,-27,-9,-2,-26,8
V-ATPase pHluor,-4,-1,-2,0,-3,4,-1,-2
dFosB activator,-11,3,-2,-6,-2,-1,-2,4
HTR5A ag,2,3,-1,1,3,1,-1,-2
CDK5 p35 inh,-0.3,-2.4,1.1,-0.3,0.4,1.2,-3.0,0.1

(41) COc1cc(/C=N/n2c(-c3cc(C)[nH]n3)n[nH]c2=S)cc(OC)c1O
(42) CC1(c2ccccc2)NC(=O)N(CC(=O)N2CCN(S(=O)(=O)c3c(F)cccc3F)CC2)C1=O (centres undefined)
(43) CCOC(=O)c1[nH]c(C)c(C(=O)OCCN2C(=O)c3ccccc3C2=O)c1C
(44) Cc1nnc(-c2cccc(Br)c2)c2cn(-c3ccccc3Cl)nc12
(45) Cc1ccc(N(CC(O)CN2CCCC2)S(=O)(=O)c2ccc(C)cc2)cc1 (centres undefined)
(46) O=C(NC1CCS(=O)(=O)C1)C1CCCN(S(=O)(=O)c2ccc(Cl)cc2)C1 (centres undefined)
(47) CCc1ccc(NC(=O)Cc2ccc(-n3cccc3)cc2)cc1
(48) O=C1[C@H](Cc2ccccc2)NCC=CC[C@@H](c2ccco2)N1Cc1ccccc1
Screen / compound no.,41,42,43,44,45,46,47,48
HTR5A inv ctr,12,-24,-24,1,-3,3,6,-27
Wnt bcat act,4,-2,/,-3,/,/,-2,-1
PvdQ acylase,-6,2,-14,-3,-13,-9,-14,-5
MITF act,-7,7,0,-9,-7,6,8,-4
NSD2 inh,/,-4,-5,0,12,-1,13,/
SR-BI DiI inh,-20,-10,9,30,18,-12,-31,-7
V-ATPase pHluor,-2,4,0,4,3,-13,1,-2
dFosB activator,2,-7,3,-17,-8,-2,0,2
HTR5A ag,3,9,0,0,0,-3,-2,10
CDK5 p35 inh,0.9,1.6,-3.1,-3.3,-1.8,0.0,1.6,2.7

(49) Cc1cccc(/C=C2\Sc3ccc(C(=O)NCC4CCCO4)cc3N(C)C2=O)c1 (centres undefined)
(50) COC(=O)c1cc([N+](=O)[O-])c(-n2ccnc2)c([N+](=O)[O-])c1
(51) O=C(Nc1ccccc1Cl)O/N=C(/c1ccccc1)c1ccccn1
(52) O=C(NCc1ccc(Cl)cc1)N1CCOCC1
(53) Cc1ccc(S(=O)(=O)N(C)c2ccc(OC(=O)c3ccc(N4CCCC4=O)cc3)cc2)cc1
(54) CCN1CC2=C(OC(N)=C(C#N)C2c2ccccc2)/C(=C\c2ccccc2)C1 (centres undefined)
(55) COc1ccc(Cl)cc1NC(=O)CNc1ccccc1F
(56) COc1ccc(NC(=O)C(C)SCc2ccccc2)cc1 (centres undefined)
(57) CCN(CC(=O)Nc1c(F)cccc1F)C(=O)C1Cc2ccccc2CN1S(=O)(=O)CC (centres undefined)
Screen / compound no.,49,50,51,52,53,54,55,56,57
HTR5A inv ctr,-13,10,-10,2,16,-3,2,4,11
Wnt bcat act,-2,-2,/,0,-1,0,/,3,2
PvdQ acylase,11,0,-5,-4,-9,5,-18,-1,-7
MITF act,0,-8,10,0,0,-9,3,23,11
NSD2 inh,/,5,1,-1,-4,4,34,-5,2
SR-BI DiI inh,92*,18,-8,0,21,8,17,17,-11
V-ATPase pHluor,10,2,2,-3,-3,-1,-3,-1,2
dFosB activator,2,-5,0,5,-10,-3,0,4,-2
HTR5A ag,2,-3,13*,-1,-1,-2,-1,-3,-5
CDK5 p35 inh,1.8,0.2,-0.3,1.8,0.1,-1.5,-6.7,-1.6,0.1

# Six entries from above, with values under each structure:
# Order of results: HTR5A inv ctr	Wnt bcat act	PvdQ acylase	MITF act	NSD2 inh	SR-BI DiI inh	V-ATPase pHluor	dFosB activator	HTR5A ag	CDK5 p35 inh
(57) CCN(CC(=O)Nc1c(F)cccc1F)C(=O)C1Cc2ccccc2CN1S(=O)(=O)CC (centres undefined)
 : 11	2	-7	11	2	-11	2	-2	-5	0.1
(14) Cc1cc(NC(=O)c2ccccc2)nc2c1c(=O)oc1ccccc12
 : 6	-2	4	-3	1	-6	-1	-26	3	-1.0
(43) CCOC(=O)c1[nH]c(C)c(C(=O)OCCN2C(=O)c3ccccc3C2=O)c1C
 : -24	/	-14	0	-5	9	0	3	0	-3.1
(23) O=C(OCc1ccccc1)c1ccc2c(c1)-c1ccccc1C2=O
 : 6	41*	9	113*	2	43	11	-3	0	-1.3
(20) Cc1ccc(NC(=O)Cn2nc(C(=O)Nc3ccc(C)cc3)ccc2=O)cc1
 : -6	-2	-7	-11	4	6	-1	?	3	-1.2
(35) COc1cc(-c2nnc(SCC#CCO)o2)cc(OC)c1OC
 : 2	-1	8	3	-2	-10	-2	-2	-1	1.1

# Screening data: PubChem BioAssay, several laboratories
